# Source: PubChem
# D2 agonist – agonists of human D2 dopamine receptor | activation, % at 2 µM | actives 0.53% (n = 340,000) | HEK293 T-REx D2 cells, calcium flux agonist mode | P14416;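 active means activation over 3 SD above normal in the single-dose calcium agonist read, cut at about 30% in these data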; further: 0% is about no effect
# Target sequence (P14416 whole entry, looked up): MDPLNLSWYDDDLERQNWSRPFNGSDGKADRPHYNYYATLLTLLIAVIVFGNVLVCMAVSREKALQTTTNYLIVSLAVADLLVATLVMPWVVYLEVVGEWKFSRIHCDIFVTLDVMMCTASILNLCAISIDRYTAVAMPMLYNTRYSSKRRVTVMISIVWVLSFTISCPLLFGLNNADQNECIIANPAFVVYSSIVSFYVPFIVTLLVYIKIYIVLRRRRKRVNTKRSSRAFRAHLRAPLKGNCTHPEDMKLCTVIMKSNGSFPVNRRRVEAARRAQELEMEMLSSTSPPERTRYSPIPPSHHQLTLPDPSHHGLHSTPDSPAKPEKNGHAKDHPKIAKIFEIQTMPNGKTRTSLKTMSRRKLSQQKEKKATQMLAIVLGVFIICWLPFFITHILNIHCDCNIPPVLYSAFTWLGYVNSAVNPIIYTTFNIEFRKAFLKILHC
#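 In this primary screen, compounds producing a positive calcium signal within 180 s of addition to tetracycline-induced, force-coupled HEK293 Trex D2 cells are flagged; cells are dye-loaded with a no-wash calcium kit beforehand.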
# USP1-UAF1 inh – USP1/UAF1 (human) deubiquitinase inhibition; recombinant USP1/UAF1, Ub-Rhodamine cleavage fluorescence; Potency, µM (top dose mostly 57.1 µM), for the others: top-dose activity change, negative = inhibition, usual class: inhibitors; actives 0.23% (n = 390,000); further: potency means the concentration at half of the fitted maximal effect; on the % scale 0 is the no-effect control and ±100 the full control effect; nearly all actives have a fitted effect of over 60% in size; inactives centre near -12
#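 USP1/UAF1 complex (1 nM) preincubated 15 min at room temperature with compound, then Ub-Rho substrate (150 nM final) added. Kinetic fluorescence at 480/540 nm over 6 reads at 60 s intervals; 50 mM HEPES pH 7.8, 0.5 mM EDTA, 0.1 mg/ml BSA, 1 mM TCEP, 0.01% Tween-20.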
# TRHR enhancer – allosterically enhances the human TRH receptor. P34981. TRHR cells, fluo-8 calcium fluorescence, EC20 TRH enhancement. enhancement, % at 2 µM. actives 0.66% (n = 360,000). AID 493056; in the data active means enhancement above about 30%; further: 0% is about no effect
#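 TRHR-expressing cells loaded with fluo-8 calcium dye were read kinetically (ex 480/em 530) during compound addition, then stimulated with an EC20 of TRH (10 nM final). Enhancement of the Gq-mediated intracellular calcium response was scored.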
# rTrxR1 inhibitor – rat TrxR1 inhibition; O89049; recombinant rTrxR1, NADPH fluorescence consumption, selenite substrate; Potency, µM (titrated, usually from 114 µM), without a hit: at the highest dose activity change, negative = inhibition, hits mostly inhibitors; actives 1% (n = 390,000); AID 588453; further: potency means the concentration at half of the fitted maximal effect; on the % scale 0 is the no-effect control and ±100 the full control effect; nearly all actives have a fitted effect of over 65% in size
#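 Rat TrxR1 (90 nM in the dispensed reagent) was pre-reduced with 400 uM NADPH for 5 min at room temperature, then incubated with compound for 15 min. After 400 uM selenite was added, NADPH fluorescence (Ex 340/Em 450 nm) was followed for 8 min.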
# PI4K2A block – inhibitors of human PI4K2A. purified PI4K2A, ADP-Glo luminescence, 1 h; stronger effect = lower value. activity change, negative = inhibition, % at 76.9 µM. actives 0.13% (n = 420,000). AID 1346378; in the data active means activity change below about -50%; inconclusive means mostly about -30% to -49%;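 further: -100% = wells without enzyme as full effect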
# Target sequence (Q9BTU6 whole entry, looked up): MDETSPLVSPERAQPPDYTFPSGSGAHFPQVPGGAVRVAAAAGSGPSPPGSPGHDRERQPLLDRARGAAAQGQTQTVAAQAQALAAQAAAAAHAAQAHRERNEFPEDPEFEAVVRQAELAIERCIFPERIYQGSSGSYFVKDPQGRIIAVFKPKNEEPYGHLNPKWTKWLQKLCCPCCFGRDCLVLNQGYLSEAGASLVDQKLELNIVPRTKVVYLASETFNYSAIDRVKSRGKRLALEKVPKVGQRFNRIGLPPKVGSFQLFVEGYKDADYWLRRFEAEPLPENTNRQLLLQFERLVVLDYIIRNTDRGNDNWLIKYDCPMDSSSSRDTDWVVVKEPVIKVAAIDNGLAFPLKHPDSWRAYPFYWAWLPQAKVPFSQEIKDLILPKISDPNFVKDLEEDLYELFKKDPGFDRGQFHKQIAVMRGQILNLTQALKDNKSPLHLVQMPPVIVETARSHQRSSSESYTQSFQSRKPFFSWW
#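 In this quantitative HTS, ADP production by PI4K2A was quantified luminescently after 1 h at ambient temperature; 100 microM adenosine served as plate-quality control.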
# IDH1 R132H inh – human IDH1 R132H inhibition; O75874; IDH1-R132H enzyme, NADPH consumption, diaphorase/resazurin fluorescence; Potency, µM (series often up to 76.6 µM), inactives show at the top dose activity change, negative = inhibition, usual class: inhibitors; actives 0.093% (n = 390,000); further: potency means the concentration at half of the fitted maximal effect; on the % scale 0 is the no-effect control and ±100 the full control effect; nearly all actives have a fitted effect of over 65% in size
#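 IDH1-R132H (0.5 ug/mL dispensed) in pH 7.5 Tris buffer was preincubated 30 min with compound, then given a substrate mix of 0.016 mM NADPH and 2 mM alpha-KG for 80 min at room temperature; remaining NADPH was read by diaphorase/resazurin fluorescence.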
# TrxR1 substrate – substrates of rat thioredoxin reductase 1 | purified TrxR1 substrate turnover, NADPH consumption readout | Potency, µM (series often up to 114 µM), without a hit: top-dose activity change, negative = substrate turnover | actives 0.01% (n = 390,000) | AID 588456; further: potency means the concentration at half of the fitted maximal effect; on the % scale 0 is the no-effect control and ±100 the full control effect; nearly all actives have a fitted effect of over 50% in size
#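 Rat TrxR1, dispensed at 90 nM, was prereduced with 400 uM NADPH (final) for 5 min at ~22 deg C, then incubated with compound 15 min before 400 uM selenite. A first-read NADPH fluorescence drop versus no-compound background flagged substrates.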
# D2 antag – antagonizes the human D2 dopamine receptor | P14416 | AID 485344 | HEK293 TREx D2 cells, calcium flux, dopamine EC80 | actives 2% (n = 340,000) | inhibition, % at 10 µM; in the data active means inhibition above about 30%; further: 0% is about no effect
#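 Dopamine at EC80 is the agonist stimulus; test compounds precede it by 180 s. Calcium flux read kinetically in a force-coupled, inducible HEK293 T-REx D2 cell line.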
# TRHR agonist – activates the human TRH receptor; P34981; TRHR cells, calcium flux fluo-8, FDSS agonist mode; activation, % at 2 µM; actives 0.18% (n = 360,000); AID 493084; in the data active means activation above about 30%; further: 0% is about no effect
#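 Steps: seed TRHR cells overnight; add fluo-8 no-wash Ca dye, RT 30 min–1.5 h; record 10 s baseline; pin-transfer compounds; monitor fluorescence 1 cycle/s for the agonist window. Calcium increases flag candidate agonists.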
# Starred values were filed as active, the others as inactive; ? = inconclusive; . = not tested or not shown; [ ] = another dose, or the depositor's remark. Unless noted, the call rests on the fitted dose curve; in most records, active means well fitted inhibition curve with a large enough effect; inconclusive means small, poorly fitted or top-dose-only effect; inactive means no such curve, though single readings can be large or run the other way. Outcome played no part in choosing rows; 3.9% or so of the library scored in one or more.
# Below each compound – TRHR agonist, USP1-UAF1 inh, TRHR enhancer, D2 agonist, TrxR1 substrate, IDH1 R132H inh, PI4K2A block, D2 antag, rTrxR1 inhibitor
Cc1cc(NC(=O)c2cc3ncc(Br)cn3n2)no1
→ 0.4, -14.1%, 3.1, 0.5, 7.8%[57.1 µM], 0.8%, 6.4, -8.9, 9.1%[57.1 µM]
CC(=O)c1cccc(CN2CCN(Cc3ccccc3)C(CCO)C2)c1 (centres undefined)
→ 0.1, -7.0%, 3.6, 0.0, 2.1%, 9.4%, -3.3, 10.3, 16.3%
O=C(NCCc1c[nH]c2ccccc12)c1cc2sccc2n1Cc1ccccc1
→ 0.4, -6.5%, -2.1, -0.1, 0.3%, 5.3%, -4.8, -4.6, 7.4%
Cc1ccc(NC(=O)CNc2cccc(C)c2C)c(C)c1
→ -0.3, -21.4%, 6.8, -0.4, -7.6%, 6.7%, 5.8, -11.0, -8.6%
COc1cc([N+](=O)[O-])ccc1NC(=S)NNC(=O)CCC(=O)Nc1ccccc1Cl
→ -2.8, -13.9%, 2.1, -0.3, -13.0%, -14.2%, 1.5, 20.1, ?
Cn1cncc1C#Cc1c(C=O)[nH]c2ccccc12
→ -0.1, -31.3%, -1.3, 0.1, 10.6%[57.1 µM], -8.1%, -2.8, 7.2, -0.7%[57.1 µM]
CS(=O)(=O)c1cccc(NC(=O)CSc2nnc3n2CCCCC3)c1
→ -0.1, -12.7%, 6.7, -0.6, -2.2%, 4.6%, -0.1, -23.0, -19.5%
CCCCCOc1ccc(CSC2=NCCN2)cc1[N+](=O)[O-]
→ 0.3, -24.5%, -10.7, 4.5, 0.4%, -3.4%, -1.4, -6.8, 23.1%
Nc1nc2nc(-c3ccc(OCc4ccccc4)cc3)cc(C(F)(F)F)n2n1
→ -0.8, -3.0%, -1.3, -0.3, 145.1%[activator], 3.7%, -4.5, -10.1, 46.1%[activator]
CCN(CC)C1CCN(C(=O)c2cc(COc3cccc4cccnc34)on2)C1 (centres undefined)
→ -0.2, -25.0%, -4.0, -0.1, 13.6%, 0.0%, 0.6, 4.6, 3.2%
Cc1c(C(=O)NCCN2CCOC2=O)oc2c(F)cccc12
→ 0.2, -4.6%, 14.5, 0.2, 0.0%, -7.6%, 2.1, -9.2, 10.5%
CCCc1cc(=O)[nH]c2nnc(SCC(=O)Nc3cccc(NC(C)=O)c3)n12
→ 0.4, -4.3%, 6.5, -0.9, 2.4%, 5.2%, -2.8, 2.6, 0.5%
O=C1C(Cl)=C(NC2CCCCC2)C(=O)N1c1ccc(Cl)cc1
→ -0.2, -6.4%, -1.8, 0.9, 3.2%, 0.5%, 0.9, 16.3, 7.6%
Clc1ccc(Cl)c(-c2ccc(/C=N/c3ncn[nH]3)o2)c1
→ -1.0, -14.0%, 2.4, -1.8, -0.4%, 7.1%, -4.1, -5.1, 4.5%
CC(=O)c1ccc(Nc2cc(C)nc3ccc(C)cc23)cc1
→ -1.7, -19.9%, -2.4, -1.7, 1.4%[57.1 µM], -6.2%, 1.4, -20.1, 12.7%[57.1 µM]
COc1ccc(NC(=O)c2ccco2)cc1NC(=O)c1ccc(C)cc1
→ -0.6, -14.9%, -1.7, -1.5, 4.2%[57.1 µM], -2.8%, 8.7, -14.6, 12.7%[57.1 µM]
COC(=O)c1c(-c2ccsc2)sc2ccc(-c3cc(OC)c(OC)c(OC)c3)cc12
→ ., ?, ., ., -2.4%, -7.8%[38.3 µM], 0.0, ., -15.2%
CCOc1ccc2[nH]c(=O)c(CN(Cc3cccs3)Cc3nnnn3C(C)(C)CC)cc2c1
→ 0.9, -15.4%, -4.3, 0.4, 26.5%, 4.9%, -1.4, -4.9, 23.3%
COc1cc(C(=O)O)nc2ccc([N+](=O)[O-])cc12
→ 0.8, -17.6%, -4.4, 2.1, 1.4%, 5.2%, -9.8, 38.4*, 8.0%[57.1 µM]
CCn1cc(CNC(=O)c2cc(-c3ccccc3OC)nc3ccccc23)c(C)n1
→ -0.4, -6.8%, -2.6, -0.1, 8.8%, 5.6%, 0.9, -15.7, 3.3%
CC(C)c1ccc(Nc2c(-c3ccsc3)nc3ccc(Cl)cn23)cc1
→ 0.4, 3.4%, -3.7, 0.6, -7.5%, 0.0%, -0.5, ., -1.5%
Cc1ccc(NC(=O)CN(C)C(=O)Cn2ncc(Cl)c(Cl)c2=O)cc1
→ 0.3, -8.5%, -5.0, -1.5, -8.7%, 2.2%, -7.2, -7.0, 70.8µM*
Cc1cc(C)cc(-n2ccnc2SCC(=O)Nc2nc3ccc(C)cc3s2)c1
→ -0.2, -11.7%, 0.7, -0.2, -0.1%[57.1 µM], -11.1%, 6.8, ., 18.4%[57.1 µM]
CNC(=O)c1cc2ccccc2o1
→ 0.1, -6.9%, 21.6, -0.3, 8.0%, 3.4%, -5.0, -8.7, 7.4%[57.1 µM]
COc1ccccc1NS(=O)(=O)c1cc2c3c(c1)CCN3C(=O)CC2
→ 0.0, 3.3%, -2.0, 0.1, -15.1%, -5.8%, -2.5, -7.8, -24.1%
CC(C)=CCC/C(C)=C/CNC(=O)C[C@H]1C[C@H](C(=O)N2CCCCC2)[C@@]2(C)c3[nH]c4cc(-c5ccco5)ccc4c3CCN2C1=O
→ ., -4.6%, ., ., 10.3%, -9.9%, -15.1, ., -2.9%
Cc1ccc(NC2c3ncccc3C(=O)N2C2CCCCC2)cc1C (centres undefined)
→ 0.1, -12.0%, 2.5, 0.4, -5.0%, 7.6%, 7.7, -8.9, 6.6%
Cc1ccc2nc(-c3ccccc3)oc(=O)c2c1
→ -0.1, -3.7%, 2.7, 0.3, -1.6%, 5.4%, -1.4, -2.6, 19.3%
Cc1cccc(C(=O)Nc2scc(CC(C)C)c2C(=O)O)c1
→ -0.2, -7.1%, 0.8, -0.9, -13.2%, 16.8%, 1.9, 28.8, ?
O=C(/C=C/c1ccc(Cl)cc1)NCCCN1CCOCC1
→ 0.4, -7.5%, 0.5, 0.8, -3.2%, 5.6%, 3.6, 5.9, 7.7%
C=CCN(CC=C)CCOc1ccc(OC(C)C)cc1
→ 0.4, -14.1%, 0.0, -0.6, 1.1%, 0.0%, 5.0, 15.7, 13.1%
O=C(N/N=C/c1cc([N+](=O)[O-])ccc1N1CCCCCC1)c1ccccn1
→ -2.1, -11.8%, -5.4, 1.2, 1.1%, 4.6%, -3.5, 14.4, 14.4%
Cc1ccc2c(c1)c(C1=NC(=S)NC1=O)c(O)n2C
→ 0.0, -15.1%, 5.4, -1.0, 3.8%[57.1 µM], 8.8%, -0.7, -6.5, 9.2%[57.1 µM]
Cn1c(SC(C(=O)Nc2ccc(F)cc2)c2ccccc2)nc2ccccc21 (centres undefined)
→ 1.2, -17.0%, -0.5, 0.6, -1.4%, 13.0%, -0.1, -7.9, 12.0%
Cn1cccc1CNC1CCCCC1
→ 0.3, -7.5%, 4.6, 0.5, 5.0%, 0.0%, -2.0, 13.6, 21.6%
CCOc1ccc(NC(=O)C2CCN(S(=O)(=O)c3cccnc3)CC2)cc1
→ -1.6, 7.3%, 21.3, -0.4, 5.0%, -0.6%, -2.3, -3.2, 2.4%
CC(C)=CCCC(C)CN1CCC(N2CCC(C(=O)N3CCCC3)CC2)CC1 (centres undefined)
→ 24.0, -20.2%, -5.3, -0.5, 1.2%, -13.1%, 7.5, 20.4, 14.6%
Cc1ccc(NC(=S)c2ccncc2)c(C)c1
→ -0.5, -20.4%, 7.9, -0.2, 6.5%, 7.5%, -1.5, -13.3, 20µM*
Cc1cc(C(=O)COC(=O)c2ccc3c(c2)NC(=O)CS3)c(C)n1CC1CCCO1 (centres undefined)
→ 0.8, -23.9%, -1.3, 0.5, -8.0%, 8.2%, -10.4, 4.1, 4.5%
CC(=O)N1CCN(Cc2nc3cc([N+](=O)[O-])ccc3n2C)CC1
→ 2.0, -7.4%, -10.6, ., -1.4%, 0.6%, -3.0, ., 6.4%
O=C(COC(=O)c1cc[n+]([O-])cc1)Nc1ccc(Cl)cc1[N+](=O)[O-]
→ 0.6, -5.0%, 6.2, ., 3.0%[57.1 µM], -2.2%, 5.4, ., 6.7%
COc1ccc(S(=O)(=O)Nc2ccccc2-c2nnn(CC(=O)Nc3ccccc3OC)n2)cc1
→ 0.1, -22.0%, -4.6, 1.3, -3.8%, 4.3%, 3.5, 9.3, 1.7%
O=C(CSc1ncnc2ccccc12)NCCCO
→ -2.8, -20.4%, -2.9, -0.6, -5.0%, -0.5%, -0.8, -6.2, 14.3%
O=S(=O)(c1cccc2nsnc12)N1CCOCC1
→ 0.4, -13.4%, -6.2, 0.2, -7.4%, 0.6%, -12.6, -13.0, -7.0%
C#CCCC(=O)c1ccccc1/C=[N+](\[O-])c1ccccc1
→ 0.7, -6.5%, 1.5, 0.9, -7.0%, -11.1%, -5.2, 11.4, ?
NC(=O)c1c(NC(=O)CSc2nnc(-c3ccccc3)n2CC2CCCO2)sc2c1CCC2 (centres undefined)
→ -1.0, -0.8%, -2.4, 0.4, -4.6%, -2.6%, -1.0, 18.3, ?
O=P1(O)C=C(c2ccccc2)NC(c2ccccc2)=C1
→ -1.6, -8.9%, 0.1, 1.0, 9.5%, 0.6%, 5.3, -25.6, 8.4%
O=C(CCc1c[nH]c2ccccc12)NCCc1ccc2c(c1)OCCO2
→ 0.1, -16.5%, -4.4, -0.4, -1.6%, 6.5%, 3.2, 13.4, 14.3%
CCOC(=O)C1CCN(C(=O)N(CC)CC)CC1
→ 0.4, -9.6%, 3.0, 1.7, 8.1%, 9.4%, 1.0, 2.6, 16.6%

# Complete entries, quoted from the list. Order of values: TRHR agonist, USP1-UAF1 inh, TRHR enhancer, D2 agonist, TrxR1 substrate, IDH1 R132H inh, PI4K2A block, D2 antag, rTrxR1 inhibitor
# C#CCCC(=O)c1ccccc1/C=[N+](\[O-])c1ccccc1 in the list: 0.7, -6.5%, 1.5, 0.9, -7.0%, -11.1%, -5.2, 11.4, ?
# Cc1ccc(NC(=S)c2ccncc2)c(C)c1 in the list: -0.5, -20.4%, 7.9, -0.2, 6.5%, 7.5%, -1.5, -13.3, 20µM*
